# Assay outcomes (PubChem)
# TRPC4 agonist = activators of mouse TRPC4 channel, primary screen, Fluo4 calcium, HEK293 TRPC4beta/mu-opioid cells. Fluo4 calcium fluorescence; stronger effect = higher value. B-score at 10 µM. 0.49% of 310,000 active. AID 2237, 2010;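 active = B-score above 5 SD of library B-scores, and initial fluorescence ratio not above library mean plus 5 SD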;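 also: positive B-score marks a calcium rise read as TRPC4 activation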
# Target sequence (Q9QUQ5 whole entry, looked up): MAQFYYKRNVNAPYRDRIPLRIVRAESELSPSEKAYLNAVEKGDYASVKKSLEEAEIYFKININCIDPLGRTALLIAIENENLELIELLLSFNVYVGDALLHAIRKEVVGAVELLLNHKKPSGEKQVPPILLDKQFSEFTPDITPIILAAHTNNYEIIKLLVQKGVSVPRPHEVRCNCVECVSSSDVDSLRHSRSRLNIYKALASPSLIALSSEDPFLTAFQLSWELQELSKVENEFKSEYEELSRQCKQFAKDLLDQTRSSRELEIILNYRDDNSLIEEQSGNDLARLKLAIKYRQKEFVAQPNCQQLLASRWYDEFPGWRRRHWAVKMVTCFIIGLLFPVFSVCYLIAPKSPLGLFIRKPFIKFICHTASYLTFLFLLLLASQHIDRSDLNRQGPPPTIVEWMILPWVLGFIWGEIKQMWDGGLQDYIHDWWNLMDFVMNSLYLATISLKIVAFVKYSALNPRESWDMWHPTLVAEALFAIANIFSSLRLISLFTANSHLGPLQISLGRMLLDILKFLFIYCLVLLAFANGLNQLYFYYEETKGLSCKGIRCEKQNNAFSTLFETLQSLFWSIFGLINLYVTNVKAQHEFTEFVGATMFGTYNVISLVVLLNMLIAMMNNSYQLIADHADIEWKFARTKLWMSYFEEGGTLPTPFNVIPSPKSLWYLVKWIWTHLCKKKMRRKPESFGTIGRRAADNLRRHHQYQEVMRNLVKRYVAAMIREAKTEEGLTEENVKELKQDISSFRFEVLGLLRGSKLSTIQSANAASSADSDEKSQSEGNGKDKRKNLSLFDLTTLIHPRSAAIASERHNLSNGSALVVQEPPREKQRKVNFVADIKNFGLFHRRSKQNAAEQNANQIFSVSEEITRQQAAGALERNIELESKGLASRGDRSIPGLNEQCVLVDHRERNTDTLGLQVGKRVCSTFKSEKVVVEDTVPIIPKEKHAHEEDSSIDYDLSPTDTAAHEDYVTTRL
#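 Incubation: 45 min room-temperature Fluo4 loading, 110 s read / System: HEK293 cells stably co-expressing mouse TRPC4beta and mu-opioid receptor / Signal: Fluo4 fluorescence, kinetic / Control set: buffer (low) and maximal DAMGO (high) / Measure: integrated baseline-normalised fluorescence ratio, converted to per-well B score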
# TRPC4 potent = positive allosteric modulators of TRPC4, primary screen, cell-based, mouse TRPC4beta, HEK293 mu-opioid, Fluo-4 calcium; DAMGO EC20, Fluo-4 Ca2+ flux; stronger effect = higher value; B-score at 10 µM; 0.42% of 310,000 active; AID 2227, 2009;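 active = B-score of calcium response area above 5 SD of library B-scores, with initial fluorescence ratio within 5 SD of library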;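 also: B-score of integrated fluorescence ratio over time as area under calcium response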
# hERG protect = hERG rescue from dofetilide block, primary screen, cell-based, CHO-hERG, FluxOR thallium flux, dofetilide IC70 | Voltage-gated inwardly rectifying potassium channel KCNH2 (Homo sapiens), Q12809 | dofetilide IC70 present | activation (rescue from dofetilide block), less the hit threshold, % at 10 µM | 0.51% of 310,000 active;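 active = activation above the mean of controls blocked by dofetilide plus 5 SD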;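 also: thallium influx through hERG after potassium depolarization seen as dye fluorescence rise; in these data hits start at about 4.7%; inactives centre near -7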
# HDAC3 inh = HDAC3 deacetylase inhibitors, primary screen, biochemical, fluorescence, cell-free homogeneous. inhibition, % at 8.3 µM. AID 2718, 2010. recombinant HDAC3, fluorogenic peptide/trypsin coupled. 0.15% of 320,000 active; in the data active = inhibition above about 26%, passing the limit was not always enough
# ANO1 block = TMEM16A chloride channel inhibitors, primary screen, cell-based, HTS | Anoctamin-1 (Mus musculus), Q8BHY3 | HEK293 TMEM16A/YFP iodide influx fluorescence, ionomycin | normalized B-score (activity score, 25-100; higher = stronger inhibition) at 10 µM | 1.2% of 310,000 active;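 active = ratio plate-corrected score three or more library SD toward inhibition, starting fluorescence score within five deviations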;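 also: score derived from kinetic fluorescence span divided by baseline fluorescence per well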
# KCNK9 block = KCNK9 potassium channel inhibitors, primary screen, HEK293 cells, thallium flux | Potassium channel subfamily K member 9 (Homo sapiens), Q9NPC2 | FluxOR thallium flux fluorescence; stronger effect = lower value | B-score at 10 µM | 1.2% of 310,000 active | AID 488922, 2010;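 active = ratio B-score over 3 SD below the library mean, with starting fluorescence within 5 SD of its mean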;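 also: negative B-score means less thallium flux so channel inhibition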
# TMEM16A act = TMEM16A chloride channel activators or potentiators, primary screen, cell-based, HTS; Anoctamin-1 (Mus musculus), Q8BHY3; HEK293 TMEM16A/YFP-H148Q/I152L, iodide quench fluorescence; stronger effect = lower value; B-score at 10 µM; 0.3% of 340,000 active; AID 623877, 2012;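 active = fluorescence-ratio B-score plate-corrected deviation score at least 3 library SD below zero, with starting fluorescence score within 5 deviations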;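 also: channel opened by trigger with iodide after compound preincubation; score built on the fluorescence ratio of max minus min over baseline; more negative score means more quench and so TMEM16A activation or potentiation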
# KCNK3 block = human KCNK3 channel inhibitors, primary screen, CHO cells, FluxOR thallium flux, B-score; FluxOR fluorescence; stronger effect = lower value; 0.84% of 340,000 active; Potassium channel subfamily K member 3 (Homo sapiens), O14649; AID 602410, 2012; B-score at 10 µM;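 active = B-score under library mean minus 4 SD, starting fluorescence ratio at most library mean plus 5 SD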;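 also: more negative B-score means stronger inhibition of thallium flux through KCNK3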
# KCNQ1 act = potentiators or activators of KCNQ1 channel, primary screen, cell-based, thallium flux, high-throughput. AID 2648, 2010. 0.35% of 310,000 active. CHO-K1 KCNQ1, thallium flux FluxOR fluorescence; stronger effect = higher value. B-score at 10 µM;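 active = fluorescence ratio B-score, a plate-corrected score, at least three library SD, with initial intensity B-score within 5 SD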
#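 Assay system: CHO-K1 cells stably expressing KCNQ1. Medium: assay buffer for compound exposure, DMSO matched across wells. Timing: 37 °C overnight plating, 90-min dark dye load, 20-min compound pretreatment. Signal: kinetic FluxOR fluorescence, 10 s baseline plus 110 s post-stimulus.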
# KCNQ1 block = inhibitors of human KCNQ1 channel, primary screen, cell-based, thallium flux, high-throughput; B-score at 10 µM; CHO-K1 KCNQ1, FluxOR thallium flux fluorescence; stronger effect = higher value; 1.3% of 310,000 active; Potassium voltage-gated channel subfamily KQT member 1 (Homo sapiens), P51787; AID 2642, 2010;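 active = compounds whose thallium flux B-score, printed positive for inhibition, exceeds three library SD while starting fluorescence stays within three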;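 also: channel opened by potassium depolarization with thallium stimulus after 20 min compound exposure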
# Dyrk1A ADPGlo = rat Dyrk1A kinase inhibitors, primary screen, biochemical, single point, plate reader; ADP-Glo luminescence, NFATc1 peptide; 0.43% of 310,000 active; Dual specificity tyrosine-phosphorylation-regulated kinase 1A (Rattus norvegicus), Q63470; inhibition, % at 12.5 µM; in the data active = inhibition above about 50%;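 also: plate controls were vehicle with enzyme for no effect and no enzyme for full effect; many of its hits are not listed in these tables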
# Active calls of the source: *; i = inactive; · = not tested or not shown.
Compound	TRPC4 agonist	TRPC4 potent	hERG protect	HDAC3 inh	ANO1 block	KCNK9 block	TMEM16A act	KCNK3 block	KCNQ1 act	KCNQ1 block	Dyrk1A ADPGlo
C/C(=N\N(C)C)c1ccc(OCCOc2ccc([N+](=O)[O-])cc2)cc1	i	i	-7.8	11.2	i	i	i	i	i	i	-1.9
O=C(CCC(=O)NC1CC1)Nc1nnc(C2CCCCC2)s1	i	i	-0.8	3.0	i	i	i	i	i	i	-2.2
CC1(Cc2ccc3c(c2)OCO3)NC(=O)NC1=O (stereo not given)	i	i	-0.1	-1.9	i	i	i	i	i	i	6.7
CN(C)CCNC(=O)NC(=O)c1ccc(Cl)cc1	i	i	-7.5	-1.0	i	i	i	i	i	i	-2.4
CC12CCC(=O)N1C(C(=O)Nc1nc3c(F)cc(F)cc3s1)CS2 (stereo not given)	i	i	-11.5	-6.3	i	i	i	i	i	i	1.8
O=c1c2cc(Cl)ccc2nc(-c2ccc([N+](=O)[O-])cc2)n1O	45*	i	21.1*	3.4	i	i	i	i	13*	i	4.2
CCN(c1cccc(C)c1)S(=O)(=O)c1c(C)[nH]c(=O)[nH]c1=O	i	i	1.3	·	i	i	i	i	i	i	0.3
CC(=O)N1CCOc2ccc(S(=O)(=O)NCc3ccccc3Cl)cc21	i	i	-8.8	-5.8	i	i	i	i	i	i	·
COc1ccc(-c2csc(NC(=S)NC(=O)/C=C/c3ccccc3)n2)cc1Br	i	i	-6.9	-1.7	i	i	·	·	i	i	·
CCN(c1ccccc1)S(=O)(=O)c1ccc(C(=O)Nc2nnc(-c3ccco3)o2)cc1	i	i	-9.3	·	i	i	i	i	i	i	-2.9
CCCN(CCC)S(=O)(=O)c1ccc(C(=O)Nc2nnc(CSC)o2)cc1	i	i	-4.0	0.1	i	i	i	i	i	i	-6.0
CCCCOc1ccc(C(=O)Nc2cccc(C)n2)cc1	i	i	-8.3	-1.5	i	i	i	i	i	i	10.1
CC(/C=C1\SC(=S)N(NC(=O)c2ccc(O)cc2)C1=O)=C\c1ccccc1	i	i	-2.5	0.3	i	i	i	i	i	i	7.0
COc1ccc(NC(C)=O)cc1S(=O)(=O)Nc1ccc(C(=O)N2CCCC2)cc1	i	i	-4.3	1.4	i	i	i	i	i	i	11.1
O=C(c1ccc(Br)o1)N1CCN(Cc2ccccc2Cl)CC1	i	i	-5.0	-2.6	i	i	i	i	i	i	-1.9
Cc1ccc(NC(=O)c2ccc(S(=O)(=O)N3CCCC3)cc2)cc1	i	i	-2.0	-3.0	i	i	i	i	i	i	-4.7
CCOC(=O)C(C)Sc1nc2ccccc2c(=O)n1CC1CCCCC1 (stereo not given)	i	i	-11.8	-1.5	i	-11.7*	i	i	i	7*	-1.7
CCc1nnc(NC(=O)CCC(=O)NC2CCCc3ccccc32)s1 (stereo not given)	i	i	-2.9	-0.6	i	i	i	i	i	i	-1.1
COc1cc(CN2CCNC(=O)C2CC(=O)N(Cc2nccn2C)C(C)C)cc(OC)c1 (stereo not given)	i	i	-13.1	1.9	i	i	i	i	i	i	-1.5
CN1C(=O)CC[C@H]1c1cccnc1	i	i	-4.0	4.4	i	i	·	·	i	i	·
CN(C)CCCNC(=O)c1cc(C(=O)c2ccc(F)cc2)c[nH]1	i	i	-3.2	-0.2	i	i	i	i	i	i	·
COc1ccc(-c2[nH]c3ccccc3c2SCCN)cc1	i	i	-8.3	-4.1	i	i	i	i	i	i	-9.3
COc1cccc(CC2(CO)CCCN(S(=O)(=O)N(C)C)C2)c1 (stereo not given)	i	i	-18.4	-2.0	i	i	i	i	i	i	2.2
O=C(Cn1cc(C(=O)C2CC2)c2ccccc21)NC1CCCC1	i	i	-10.8	-1.5	i	i	i	i	i	i	7.8
Cc1ccc(C(=O)CC(=O)c2ccc(C)cc2O)cc1	i	i	10.7*	8.0	i	i	i	i	i	i	-1.7
Cc1ccc(/C=C/c2nnc(-c3cccc(C)c3)o2)cc1	i	i	-10.0	-1.8	i	i	i	i	i	i	-3.2
O=C(COC(=O)/C=C/c1nc2ccccc2s1)Nc1ccccc1Oc1ccccc1	i	i	1.3	3.0	i	i	i	i	i	i	-0.1
COCCNC(=O)c1cc2c(=O)[nH]c3ccccc3c2s1	i	i	-5.5	-3.3	i	i	i	i	i	i	17.7
O=C(NCC1CCCO1)c1cccc(N2C(=O)C3C4C=CC(C4)C3C2=O)c1 (stereo not given)	i	i	-2.2	-4.2	i	i	i	i	i	i	-8.0
Cc1ccc(/C(O)=C2\C(=O)C(=O)N(Cc3cccnc3)C2c2ccccc2[N+](=O)[O-])cc1 (stereo not given)	i	i	-2.5	2.2	i	i	i	i	i	i	-0.5
O=C(COc1ccc(Cl)cc1)NCc1nnc(SCC(=O)Nc2ccc(F)cc2F)o1	i	i	-12.9	-2.7	i	i	i	i	i	i	2.6
CCn1c(=O)cc(SCC(=O)N2CCN(c3ccccn3)CC2)c2ccccc21	i	i	-17.1	·	·	i	i	i	i	i	0.7
C=CCn1c(SCc2ccc(C(=O)Nc3ccccc3)cc2)nnc1-c1ccccc1	i	i	-7.1	6.5	i	i	i	i	i	i	1.1
CC(=O)Nc1c2c(nn1-c1ccccc1C)CS(=O)C2 (stereo not given)	i	i	-5.5	-11.5	i	i	i	i	i	i	-0.2
CN1C(=O)N(C)c2cccc3cccc1c23	i	i	-7.9	-7.6	i	i	i	i	i	i	5.2
CCC(=O)N1CCN=C1SCc1ccccc1	i	i	-7.1	1.9	i	i	i	i	i	i	2.7
O=C(Nc1cccc(O)c1)C1CCCN1C(=O)OCc1ccccc1 (stereo not given)	i	i	-2.8	·	i	i	i	i	i	i	4.4
COc1cc(C2NC(=O)NC(C)=C2C(=O)OCC2CCCO2)cc(OC)c1OC (stereo not given)	i	i	-10.2	-5.3	i	i	i	i	i	i	1.1
CN1c2ccsc2C(O)=C(C(=S)Nc2ccccc2)S1(=O)=O	i	i	-1.8	-10.9	i	i	i	i	i	i	12.5
COc1ccc2c(c1OC)C(=O)N1c3ccccc3N=C(c3ccc([N+](=O)[O-])cc3)CC21 (stereo not given)	·	·	·	6.4	i	·	i	i	·	·	-5.0
CCOc1nc(OCC)c2cnn(C)c2n1	i	i	-11.9	-3.1	i	i	i	i	i	i	-4.7
CC1(C)CC(=O)c2cc(C(=O)N3CCN(CCO)CC3)c(=O)n(-c3ccc(Cl)cc3)c2C1	i	i	-2.9	-0.8	i	i	i	i	i	i	-2.5
Cc1c(C(=O)CN2CCN(c3ccccc3)CC2)c2ccccc2n1C	i	i	-6.4	-1.8	i	i	i	i	i	i	-4.7
O=C(NCCc1ccccc1F)[C@@H]1CSC2c3ccccc3C(=O)N21 (stereo not given in full)	i	i	-4.2	4.0	i	i	i	i	i	i	-16.4
COCCNC(C(=O)Nc1ccc([N+](=O)[O-])cc1Br)c1ccccc1 (stereo not given)	i	i	-6.6	6.4	i	i	i	i	i	i	-1.8
O=c1c2sc(-c3ccccc3)cc2nc2n1CCCCC2	i	i	-7.6	-0.8	i	i	i	i	i	i	7.7
COc1cc(C(=O)Nc2ccc(Cl)c(C(F)(F)F)c2)cc(OC)c1OC	i	i	-5.8	3.2	i	i	i	i	i	i	4.7
CC(C)Oc1ccccc1-c1nc(SCC(=O)O)n[nH]1	i	i	-9.7	2.7	i	i	i	i	i	i	3.7
CCOc1ccc(-n2c(=O)c3sccc3n(Cc3ccc(C)cc3)c2=O)cc1	i	i	-16.4	·	i	i	i	i	i	i	-2.5
C=C(C)CN(CC)c1nc(N)c2c(N)nc3c(c2c1C#N)CC(=O)N3C12CC3CC(CC(C3)C1)C2	i	i	-12.3	3.9	i	i	i	i	i	i	8.4

# New compounds follow
Compound	TRPC4 agonist	TRPC4 potent	hERG protect	HDAC3 inh	ANO1 block	KCNK9 block	TMEM16A act	KCNK3 block	KCNQ1 act	KCNQ1 block	Dyrk1A ADPGlo
Cc1nn(C)cc1C(C(=O)NC1CCCCC1)N(C(=O)Cn1nnc2ccccc21)c1ccc(F)cc1 (stereo not given)	i	i	-0.6	7.6	i	i	i	i	i	i	2.0
Fc1ccc(NC(=S)NCCc2ccc(Cl)cc2)cc1	i	i	-21.7	1.1	i	i	i	i	i	i	2.0
O=C(NCc1ccco1)C1CN(S(=O)(=O)c2ccccc2)CCN1S(=O)(=O)c1ccccc1 (stereo not given)	i	i	-9.8	-5.2	i	i	i	i	i	i	-1.1
Cc1nc2ccccc2c(=O)n1/N=C/c1cn(-c2ccccc2)nc1-c1cccs1	i	i	-4.6	-5.1	i	i	i	i	i	i	7.9
CCn1nc(C)c(NC(=O)/C=C/c2cnn(C)c2)c1C	i	i	-6.0	-2.9	i	i	i	i	i	i	-3.8
COc1ccc(CCN2CC(C#N)=C3c4cc(OC)c(OC)cc4CCN3C2)cc1OC	i	i	-22.7	2.0	i	i	i	i	i	i	3.0
O=C1/C(=C/c2ccccn2)SC(=S)N1c1cccc(O)c1	i	i	-7.7	8.4	i	i	i	i	i	i	-2.1
COc1ccc(NC(=S)NNC(=O)c2ccc(S(=O)(=O)N3CCOCC3)cc2)cc1	i	i	-0.2	-1.5	i	i	i	i	i	i	7.8
Cc1nc(N2CCOCC2)c2c(C)c(C(=O)Nc3ccccc3Cl)sc2n1	i	i	-12.2	4.8	i	i	i	i	i	i	-4.5

# Some of the compounds tested. The share of hits here may be higher or lower than overall.
